High-throughput results: PubChem BioAssay, Broad Institute
LGR2 inh: blocks bursicon-induced cAMP signaling via Drosophila LGR2. HEK293 LGR2, CRE-luciferase, bursicon-stimulated, 4 h. actives 0.35% (n = 380,000). inhibition, % at 9.99 µM;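 active means drop in luminescence signal, shown as inhibition above about 50% in the replicate tests, limit read from the data, passing the limit was not always enough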;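 further: agonist challenge used bursicon conditioned medium at about half maximal strength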
FN deposit inh: fibronectin deposition inhibition; AH1F fibroblasts, Alexa488-fibronectin deposition fluorescence, overnight; inhibition, % at 12.6 µM; actives 0.086% (n = 350,000);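 active means mean inhibition across replicates of 30% or more, regardless of how many single replicates reach that level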;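 further: positive control wells lacked labelled fibronectin entirely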
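material = AH1F fibroblast monolayer depositing Alexa488-labelled fibronectin into matrix | amount = 10000 AH1F cells/well | buffer or medium = DMEM plus 2% serum, read in PBS | incubation = 1 h cell adhesion before compound, then overnight fibronectin incubation | detection = fluorescence at 485 nm excitation, 525 nm emission | evaluation = percent inhibition as loss of matrix-bound fibronectin fluorescence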
Casp6 inh: inhibitors of human caspase-6; P55212; purified caspase-6, Z-VEID-R110 cleavage fluorescence; inhibition, % at 12.5 µM; actives 0.53% (n = 350,000);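 active means mean inhibition across replicates at least about 35%, with every replicate also reaching that limit, limit read from the data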;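 further: 0% = median of neutral control wells and 100% = no fluorescence left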
Target sequence (P55212 24-179 limits assumed): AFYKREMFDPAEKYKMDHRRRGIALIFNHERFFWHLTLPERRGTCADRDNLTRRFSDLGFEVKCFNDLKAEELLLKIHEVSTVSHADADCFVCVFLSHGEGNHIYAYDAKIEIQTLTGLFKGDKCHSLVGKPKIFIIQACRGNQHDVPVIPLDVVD
Target sequence (P55212 194-293 limits assumed): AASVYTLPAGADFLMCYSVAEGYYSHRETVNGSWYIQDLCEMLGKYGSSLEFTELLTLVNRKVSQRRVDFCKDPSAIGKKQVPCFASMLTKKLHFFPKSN
Statin myotox sup: suppression of simvastatin myotoxicity. C2C12 myotubes + simvastatin, ATP luminescence, 48 h; scaled: DMSO 0, geranylgeraniol control 100. rescue of ATP level, % at 7.49 µM. actives 0.78% (n = 330,000). AID 602340;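 active means mean ATP rescue above about 67%, or every replicate alone reaching that limit, limit read from the data, passing the limit was not always enough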;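 further: myotubes were challenged with 10 µM simvastatin during compound exposure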
S100A4 MyoIIA: blocks human S100A4 binding to myosin IIA peptide; P26447; S100A4/TAMRA-MyoIIA peptide fluorescence polarization; inhibition, % at 10.7 µM; actives 0.14% (n = 360,000);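 active means mean inhibition of at least 70% across replicates, with every replicate also reaching that level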
Target sequence (P26447 whole entry, looked up): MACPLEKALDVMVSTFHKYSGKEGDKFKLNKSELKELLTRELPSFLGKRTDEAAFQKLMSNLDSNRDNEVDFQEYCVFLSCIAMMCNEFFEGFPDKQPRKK
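Material: S100A4 monomer protein / Buffer or medium: 50 mM HEPES pH 7.2, 10 mM CaCl2, 100 mM KCl / Times: 5 min incubation before reading / Benchmarks: neutral control DMSO, positive control TFP / Reagent: labelled myosin peptide probe, 5 nM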
SIRT5 inh: blocks human SIRT5 desuccinylation of peptide; Q9NXA8; Purified SirT5, succinyl-peptide AMC, trypsin-coupled fluorescence; inhibition, % at 15 µM; actives 1.1% (n = 330,000); AID 652115; in the data active means inhibition above about 15%
Target sequence (Q9NXA8 whole entry, looked up): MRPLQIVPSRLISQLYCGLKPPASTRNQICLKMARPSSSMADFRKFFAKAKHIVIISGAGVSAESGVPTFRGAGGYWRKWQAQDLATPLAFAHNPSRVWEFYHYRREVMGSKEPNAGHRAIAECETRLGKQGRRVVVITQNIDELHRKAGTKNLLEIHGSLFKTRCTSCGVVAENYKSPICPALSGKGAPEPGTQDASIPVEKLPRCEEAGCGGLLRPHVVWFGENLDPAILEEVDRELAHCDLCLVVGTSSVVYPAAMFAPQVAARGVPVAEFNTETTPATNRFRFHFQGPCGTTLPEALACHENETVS
esBAF inh: inhibitors of esBAF chromatin remodeling in mouse ES cells; actives 2% (n = 350,000); AID 602393; reporter increase, % at 12.5 µM; Bmi1-luciferase knock-in reporter, 24 h; 100% = twice the neutral-well signal; in the data active means activation above about 40%;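 further: 0% = median of the plate's neutral control wells and 100% = double that signal; a rise in the Bmi1 reporter signal indicates esBAF inhibition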
The depositor's hits bear a star; nt = not tested or not shown. An excerpt; the hit share may differ from the screen's.

Value order – LGR2 inh, FN deposit inh, Casp6 inh, Statin myotox sup, S100A4 MyoIIA, SIRT5 inh, esBAF inh
1) COc1ccc(-c2cc(CNC(=O)CN3CCN(C)CC3)on2)cc1
    14.4, nt, nt, -8.3, nt, nt, 3.1
2) CCc1nn(CC(=O)NC(C)CCc2ccccc2)c(=O)c2cc3cc(F)ccc3n12 (stereo not given)
    12.8, 20.4, 4.2, -8.5, 0.4, -3.1, 17.0
3) Cc1ccnc(NS(=O)(=O)c2ccc(NC(=O)c3c(-c4ccccc4Cl)noc3C)cc2)n1
    nt, -5.1, nt, 9.7, nt, nt, 1.8
4) Cc1noc(C)c1S(=O)(=O)N(C)C[C@@H]1Oc2ccc(NC(=O)Nc3ccc4c(c3)OCO4)cc2CC(=O)N([C@H](C)CO)C[C@H]1C
    5.8, nt, -1.9, -7.0, -5.1, -4.5, -3.6
5) CCCCn1nnnc1C(c1cc2ccccc2o1)N(C)Cc1ccccc1 (stereo not given)
    14.2, -12.5, 2.2, nt, 1.6, 1.7, nt
6) COc1ccccc1N/C(N)=N/c1nc(CSc2ccc(C)cc2)cc(=O)[nH]1
    nt, 8.9, nt, 9.3, nt, nt, -49.5
7) COc1ccc(C(C)(O)c2nc(-c3ccc(OC)c(OC)c3)cs2)cc1 (stereo not given)
    -49.8, 3.7, 5.4, 31.1, -1.7, 1.0, -0.6
8) COc1ccc(OC)c(-c2cc(C(=O)Nc3cc(C)on3)no2)c1
    nt, 2.0, nt, 29.8, nt, nt, -3.7
9) COc1ccccc1C#Cc1ccc([C@H]2[C@H](C#N)N(C(=O)C3CCC3)[C@H]2CO)cc1
    41.9, -3.7, 0.2, 12.4, -10.1, 5.8, -3.5
10) CC=Cc1ccc2n(c1=O)C[C@H]1[C@H](CO)[C@@H](C(=O)NCCc3cn(C)cn3)[C@@H]2N1C(=O)C1CC1 (mixture of isomers)
    -7.7, nt, -8.6, -7.4, -2.2, -9.0, 0.3
11) C[C@]12c3[nH]c4ccccc4c3CCN1C(=O)C(CC(=O)NCCN1CCOCC1)C[C@@H]2C(=O)N1CCCCC1 (stereo not given in full)
    -11.2, 2.3, -11.6, 11.3, -4.5, -4.5, -2.8
12) C[C@H](CO)N1C[C@H](C)[C@@H](CN(C)S(=O)(=O)CC(F)(F)F)OCc2ccccc2-c2c(n(C)c3ccccc23)C1=O
    1.2, -13.1, 1.7, nt, -29.4, -0.1, -6.2
13) C/C=C/C1=CC(=O)C[C@H](c2ccc(OC)c(OC)c2)C1
    9.0, -16.3, 0.4, 6.3, 4.8, nt, -5.2
14) Cc1ccc(-c2nnc(SCC(=O)NCC3CCCO3)nc2-c2ccc(C)cc2)cc1 (stereo not given)
    -5.7, 2.7, 2.0, 28.2, -1.9, 2.3, -0.7
15) CN(C)C(=O)c1ccc(-c2ccc([C@@H]3[C@H]4CN(C(=O)C5CC5)CC(=O)N4[C@H]3CO)cc2)cc1
    -6.0, nt, nt, nt, 5.3, 0.4, nt
16) C[C@@H]1CN([C@H](C)CO)C(=O)c2cc(NS(=O)(=O)c3ccc(F)cc3)ccc2O[C@H]1CN(C)C(=O)Nc1ccc2c(c1)OCO2
    4.0, 2.5, -0.1, 17.2, 12.5, -2.8, 17.2
17) COC(=O)c1c(-c2ccccc2)c(-c2ccccc2)nn(C)c1=O
    -17.9, 4.4, -3.5, -1.1, 0.2, 0.4, 5.1
18) CC(=O)Nc1c(-c2ccc(F)cc2)nc2ccccn12
    8.8, -7.4, 0.2, 7.8, -10.1, 4.8, -9.3
19) CC(C)C12CN3CC(C(C)C)(CN(C1)C3c1ccccc1)C2O (stereo not given)
    -0.2, -5.6, -0.6, -0.8, -4.7, nt, -0.8
20) Cc1noc(C)c1S(=O)(=O)Nc1ccc2c(c1)C(=O)N([C@@H](C)CO)C[C@H](C)[C@H](CN(C)S(=O)(=O)c1cccs1)OCCCC[C@H](C)O2
    17.3, -6.0, nt, -5.4, nt, nt, 7.7

More records
Value order – LGR2 inh, FN deposit inh, Casp6 inh, Statin myotox sup, S100A4 MyoIIA, SIRT5 inh, esBAF inh
21) N#C[C@@H]1[C@@H](c2ccc(C#CCC3CCCC3)cc2)[C@H](CO)N1C(=O)c1ccccn1
    -24.2, -8.3, 0.1, 4.3, -27.3, 6.7, -3.4
22) O=C(Cc1csc(NC(=O)Nc2cccc(Cl)c2)n1)NC1CCCC1
    -33.6, -1.4, -0.4, 10.1, -2.6, -8.5, 32.9
23) Cc1noc(C)c1S(=O)(=O)N1CCC(C(=O)NCCCN2CC(C)CC(C)C2)CC1 (stereo not given)
    14.5, -3.7, 0.7, nt, -1.0, -4.6, nt
24) O=C(CCS(=O)(=O)c1cccc2nsnc12)NC1CCCCCC1
    nt, 9.4, nt, -1.4, nt, nt, 5.1
25) Cn1c(=O)cc(SCC(=O)N2CCCC2)c2ccccc21
    nt, -5.6, nt, 28.5, nt, nt, -13.2
26) CCCCCc1ccc(-c2cn(Cc3ccc(C(=O)c4ccccc4)cc3)nn2)cc1
    -22.5, -1.0, 1.2, 4.7, -2.1, nt, 53.0*
27) C[C@@H]1CN([C@@H](C)CO)C(=O)c2cc(NC(=O)Nc3ccc4c(c3)OCO4)ccc2O[C@@H]1CN(C)C
    0.8, 5.6, 2.3, -10.7, -24.8, -0.4, 6.1
28) COc1ccc(N(CC(=O)N2CCN(Cc3ccc4c(c3)OCO4)CC2)S(=O)(=O)c2ccc(F)cc2)cc1
    13.9, -5.1, -1.7, 47.6, -1.5, 0.5, -5.9
29) CC1CCC(NC(=S)NCCN(C)C)CC1 (stereo not given)
    -11.3, -2.4, -6.5, 6.3, 2.9, -6.3, 24.2
30) C[C@@H]1CN([C@@H](C)CO)S(=O)(=O)c2ccc(C3=CCCCC3)cc2O[C@H]1CN(C)C(=O)CN(C)C
    4.5, 4.7, 2.6, 4.0, -45.7, 6.7, -7.1
31) COc1c(Cl)ccc(Cl)c1C(=O)OCC(=O)O
    0.4, nt, 2.8, -15.5, -34.6, 0.6, 3.2
32) CCOC(=O)c1c(N)sc(C(=O)Nc2ccc3c(c2)OCO3)c1C
    nt, -2.9, nt, -78.9, nt, nt, -67.1
33) Cc1ccc2nc(-c3ccncc3)cc(C(=O)Nc3ccc4c(c3)OCCO4)c2c1
    17.4, -14.8, 2.6, nt, -1.5, 13.4, nt
34) Cc1ccc(C2C=C(c3ccccc3)Nc3nc(N4C(=O)CCC4=O)nn32)cc1 (stereo not given)
    -19.4, 8.3, 0.1, nt, -0.9, -5.1, nt
35) CC(=O)c1ccc(NS(=O)(=O)c2cc(-c3cnc(C4CC4)o3)ccc2C)cc1
    7.7, 7.2, 14.2, -112.2, -1.6, -1.2, -8.1
36) C[C@@H](NC(=O)[C@@H]1N[C@@H]2c3ccc(-c4cncnc4)c(=O)n3C[C@@H]2[C@H]1CO)c1ccccc1
    -12.8, nt, -1.1, 12.3, 12.2, -9.6, 2.8
37) O=C(CSc1ncccc1-c1nc2ccccc2[nH]1)N1CCCCC1
    22.4, nt, 3.3, nt, -4.2, -0.3, -14.0
38) CCCC(=O)Nc1ccc2c(c1)C(=O)N(C)[C@@H]1CC[C@H](CC(=O)NCCCN(C)C)O[C@@H]1CO2
    3.6, -7.5, -87.9, -4.6, -9.7, -6.2, 4.9
39) COc1ccc(Cl)cc1C1=CC(=O)C[C@H](c2ccc(F)cc2)C1
    3.0, 6.0, 0.5, 5.4, -1.8, nt, -6.4
40) O=C(CCNS(=O)(=O)c1cccc2nsnc12)NCc1ccccc1
    -3.7, 3.6, 2.6, -6.0, -0.5, -2.3, -5.2

Later entries
Value order – LGR2 inh, FN deposit inh, Casp6 inh, Statin myotox sup, S100A4 MyoIIA, SIRT5 inh, esBAF inh
41) O=C(c1cnc2ccccn2c1=O)N1CCCc2ccccc21
    nt, -3.6, nt, 2.8, nt, nt, 3.2
42) Cc1nnc(NCc2n[nH]c(=O)c3ccccc23)c2ccccc12
    -2.1, nt, -1.5, -28.9, 0.8, 2.6, 9.8
43) CCOC(=O)CNC(=O)N(C)[C@H]1C[C@H]2c3[nH]c4c(-c5ccccc5)cccc4c3CCN2C(=O)[C@H]1[C@H](C)O
    -16.5, 2.7, -0.9, nt, 6.8, 0.1, nt
44) CCOc1ccccc1CNC(=O)CCn1ccc2cc(S(=O)(=O)N3CCCCC3)ccc21
    11.5, 4.9, 4.7, -9.0, 2.1, 6.8, 7.0
45) O=S(=O)(N[C@@H]1CC[C@H](CCn2cc(-c3cccc(F)c3)nn2)O[C@H]1CO)c1ccc(F)cc1
    -16.2, 6.0, -2.5, 12.7, 10.7, -1.2, 12.6
46) O=C(O)Cc1c(O)ccc2ccccc12
    nt, -2.1, nt, 121.1*, nt, nt, 4.2
47) O=C(NCC1CCCCC1)[C@@H]1[C@@H](CO)[C@@H]2Cn3c(ccc(-c4ccccc4)c3=O)[C@H]1N2
    -11.8, nt, -4.4, -8.6, -6.2, -36.9, 7.5
48) COc1cc(C)ccc1OCCOCCOc1ccccc1[N+](=O)[O-]
    nt, -2.8, 1.5, nt, -4.7, -5.3, nt
49) Cc1ccc(C(C(=O)NCc2ccco2)N(CCc2ccccc2)C(=O)Cn2nnc3ccccc32)o1 (stereo not given)
    30.7, nt, nt, 11.2, nt, nt, 5.5
50) Cc1ccc(S(=O)(=O)N(C)C[C@@H]2Oc3ccc(NS(C)(=O)=O)cc3C(=O)N([C@@H](C)CO)C[C@@H]2C)cc1
    -12.4, -7.1, 1.8, nt, -11.1, -4.3, -5.6
51) NC(=O)c1c(NC(=O)C(=O)N2CCOCC2)sc2c1CCCC2
    6.2, 26.6, -0.3, 1.5, 1.0, 1.0, 1.4
52) O=c1ccc(-c2ccc(S(=O)(=O)NCC3CCN(Cc4ccccc4F)CC3)s2)n[nH]1
    5.5, 8.0, -8.5, -7.8, 0.1, 2.5, -0.7

Laid out differently: entries from further up.
nr	Structure	LGR2 inh	FN deposit inh	Casp6 inh	Statin myotox sup	S100A4 MyoIIA	SIRT5 inh	esBAF inh
38	CCCC(=O)Nc1ccc2c(c1)C(=O)N(C)[C@@H]1CC[C@H](CC(=O)NCCCN(C)C)O[C@@H]1CO2	3.6	-7.5	-87.9	-4.6	-9.7	-6.2	4.9
39	COc1ccc(Cl)cc1C1=CC(=O)C[C@H](c2ccc(F)cc2)C1	3.0	6.0	0.5	5.4	-1.8	nt	-6.4
40	O=C(CCNS(=O)(=O)c1cccc2nsnc12)NCc1ccccc1	-3.7	3.6	2.6	-6.0	-0.5	-2.3	-5.2
41	O=C(c1cnc2ccccn2c1=O)N1CCCc2ccccc21	nt	-3.6	nt	2.8	nt	nt	3.2
42	Cc1nnc(NCc2n[nH]c(=O)c3ccccc23)c2ccccc12	-2.1	nt	-1.5	-28.9	0.8	2.6	9.8
43	CCOC(=O)CNC(=O)N(C)[C@H]1C[C@H]2c3[nH]c4c(-c5ccccc5)cccc4c3CCN2C(=O)[C@H]1[C@H](C)O	-16.5	2.7	-0.9	nt	6.8	0.1	nt
44	CCOc1ccccc1CNC(=O)CCn1ccc2cc(S(=O)(=O)N3CCCCC3)ccc21	11.5	4.9	4.7	-9.0	2.1	6.8	7.0
45	O=S(=O)(N[C@@H]1CC[C@H](CCn2cc(-c3cccc(F)c3)nn2)O[C@H]1CO)c1ccc(F)cc1	-16.2	6.0	-2.5	12.7	10.7	-1.2	12.6
46	O=C(O)Cc1c(O)ccc2ccccc12	nt	-2.1	nt	121.1*	nt	nt	4.2
47	O=C(NCC1CCCCC1)[C@@H]1[C@@H](CO)[C@@H]2Cn3c(ccc(-c4ccccc4)c3=O)[C@H]1N2	-11.8	nt	-4.4	-8.6	-6.2	-36.9	7.5
48	COc1cc(C)ccc1OCCOCCOc1ccccc1[N+](=O)[O-]	nt	-2.8	1.5	nt	-4.7	-5.3	nt
49	Cc1ccc(C(C(=O)NCc2ccco2)N(CCc2ccccc2)C(=O)Cn2nnc3ccccc32)o1 (stereo not given)	30.7	nt	nt	11.2	nt	nt	5.5
50	Cc1ccc(S(=O)(=O)N(C)C[C@@H]2Oc3ccc(NS(C)(=O)=O)cc3C(=O)N([C@@H](C)CO)C[C@@H]2C)cc1	-12.4	-7.1	1.8	nt	-11.1	-4.3	-5.6
